Hsp70 inhibitors: Hsp70 inhibitors, probe displacement, primary screen, biochemical, fluorescence polarization (AID 583). Heat shock 70 kDa protein 1A (Homo sapiens). Hsp70 fluorescence polarization probe displacement, mP; higher % means a stronger effect. displacement, % at 20 µM; hits with a dose series show IC50 in µM. hit rate 0.06% among 140,000; in the data active means displacement above about 50%;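 further: plate controls were vehicle for no effect and reference ligand for full effect; a part of the inactive calls stands beside numbers as strong as those of hits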
Rat MKP-3 inhibitors: MKP-3 phosphatase inhibitors, primary screen, biochemical, rat enzyme, in vitro (AID 425) | Dual specificity protein phosphatase 6 (Rattus norvegicus) | recombinant MKP-3 phosphatase activity, fluorescence; higher % means a stronger effect | inhibition, % at 20 µM, or IC50 in µM where a hit was titrated | hit rate 0.17% among 110,000; in the data active means inhibition above about 50%;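 further: plate controls were vehicle for no effect and reference inhibitor for full effect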
Numbers without * were called inactive; . = not tested or not shown; & = joins results of further samples. These rows are one share of the data; rates above refer to the full screens.

SMILES | Hsp70 inhibitors | Rat MKP-3 inhibitors
O=C(NCCN1CCCC1=O)Nc1ccccc1 | 4.7% | -8.2%&1.4%
Cc1ccccc1Oc1ccc(S(=O)(=O)NCCC(=O)O)cc1 | -3.9% | 0.3%
O=C(N/N=C/c1ccc(Cl)c(Cl)c1)C1CC(=O)N(c2ccccc2)C1 (stereo not drawn) | 0.0% | 3.6%
N=C(SC1CC(=O)N(c2ccccc2Cl)C1=O)N1N=C(c2cccs2)CC1c1ccc(Br)cc1 (stereo not drawn) | 5.5% | 2.5%
CC(Sc1nnc(C(C)N(C)C)n1-c1ccc(Cl)cc1)C(=O)Nc1ccc2c(c1)OCO2 (stereo not drawn) | 0.2% | .
CCOC(=O)Nc1nnc(-c2cccc(OC)c2)s1 | -1.7% | 0.0%
COc1ccc(-c2cc3ccccc3n2CC(O)CN2CCOCC2)cc1 (stereo not drawn) | 6.1% | -10.5%
COc1ccc(/C=C/C(=O)O)cc1S(=O)(=O)Nc1ccc(C(=O)O)c(O)c1 | 3.5% | 0.2%
O=C(NC1CC1)c1cccc(Nc2ccc(-c3ccc4c(c3)OCCO4)nn2)c1 | -4.7% | -5.7%
C=CCOc1cccc(C2c3c(oc4ccccc4c3=O)C(=O)N2c2ccccn2)c1 (stereo not drawn) | 1.3% | 2.6%
COc1ccc(Cl)cc1-n1c(C)cc(C=O)c1C | -5.8% | .
CCCC(O)(c1ccc(OC)cc1)C(CN(C)C)c1ccccc1 (stereo not drawn) | -0.2% | .
COC(=O)c1cc2nc(-c3ccc(OC)c(OC)c3)cc(C(F)(F)F)n2n1 | 1.8% | 5.2%
COc1ccc(N2CCN(C(=O)c3ccc4c(=O)n(CC5CCCO5)c(=O)[nH]c4c3)CC2)cc1 (stereo not drawn) | -2.9% | 1.3%
N#Cc1nc(COc2ccccc2F)oc1NCc1ccc(F)cc1 | 3.8% | 0.8%
CCc1nc(NCCN2CCOCC2)c(C#N)c2c1CCCC2 | 0.3% | -1.3%
O=C(Cn1[nH]c(=O)c2ccccc2c1=O)NCc1cccnc1 | 2.6% | -5.9%
CC1=C(C(=O)OC2CCCCCCC2)C(c2cccc(O)c2)NC(=O)N1 (stereo not drawn) | -1.6% | -6.1%
CC/C(C)=N\N=C\c1c(O)n(CC)c2cc(C3=NNC(=O)CC3)ccc12 | -6.4% | .
O=C(/C=C/c1ccc(Cl)cc1)Nc1ccc(Cc2ccncc2)cc1 | -5.8% | 4.1%
O=C(Nc1ccc2nn(-c3ccc(Br)cc3)nc2c1)c1cccnc1 | 1.6% | 10.3%
Cn1nnnc1SCCNCC#Cc1ccccc1 | -1.0% | -13.3%
Cc1onc(-c2ccccc2Cl)c1C(=O)N1CCc2ccccc21 | 6.1% | 5.9%
CCOc1ccc(NC(=O)CCC(=O)OC)cc1 | -2.4%&8.0% | -0.6%&1.6%
Cc1nn(-c2ccccc2)c(C)c1C(=O)OCC(=O)NC(=O)NC1CCCC1 | 0.6% | .
COc1ccccc1CNC(=O)COC(=O)c1ccc(S(=O)(=O)N2CCCC2)cc1 | 0.3% | 2.2%
COc1ccccc1/C=C/C(=O)c1ccc(Cl)cc1 | 5.0% | 3.7%
COc1ccc(N2CCN(C(=O)c3ccc(CNc4c(N5CCOCC5)c(=O)c4=O)cc3)CC2)cc1 | 7.7% | -3.9%
CCN1CCN(Cc2c(O)ccc3c(=O)c(-c4ccccc4OC)c(C(F)(F)F)oc23)CC1 | -3.8% | 3.7%
O=C(NCC1CCCO1)c1nn2cccnc2c1Cl (stereo not drawn) | 0.1% | -9.8%
COc1ccc(OC)c(Nc2nc(-c3sc(N)nc3C)cs2)c1 | 2.9% | 0.3%
CC(C)c1nc(SCC(=O)Nc2cccc(S(N)(=O)=O)c2)n[nH]1 | 5.1% | .
c1ccc2nc3c(nc2c1)CCc1nonc1-3 | -5.4% | -4.9%
COc1ccccc1/C=c1\sc2nc(-c3ccc(C)cc3)nn2c1=O | 2.0% | 4.9%
CCn1c2ccccc2c2cc(NC(=O)c3ccccc3Cl)ccc21 | 3.9% | -1.4%
CCOc1ccccc1C(=O)NC(C(=O)OCC(=O)Nc1nnc(-c2ccccc2)o1)C(C)C (stereo not drawn) | -4.0% | -9.0%

Some of the entries so far, as labelled records:
O=C(NCC1CCCO1)c1nn2cccnc2c1Cl (stereo not drawn)
  Hsp70 inhibitors = 0.1% | Rat MKP-3 inhibitors = -9.8%

COc1ccc(OC)c(Nc2nc(-c3sc(N)nc3C)cs2)c1
  Hsp70 inhibitors = 2.9% | Rat MKP-3 inhibitors = 0.3%

CC(C)c1nc(SCC(=O)Nc2cccc(S(N)(=O)=O)c2)n[nH]1
  Hsp70 inhibitors = 5.1% | Rat MKP-3 inhibitors = .

c1ccc2nc3c(nc2c1)CCc1nonc1-3
  Hsp70 inhibitors = -5.4% | Rat MKP-3 inhibitors = -4.9%

Next section.
SMILES | Hsp70 inhibitors | Rat MKP-3 inhibitors
COc1ccc(-c2onc(C)c2-c2ccc(C(=O)OC(C)C)o2)c(O)c1 | 2.6% | -19.1%
O=C1NC(=Nc2ccc(Br)cc2)S/C1=C\c1ccccc1[N+](=O)[O-] | . | 1.9%
COc1ccc(Cl)cc1C(=O)CSc1nnnn1C1CCCC1 | -1.2% | -5.4%
O=C(Nc1cccnc1)c1ccc(-c2ccc(Cl)cc2)o1 | 2.8% | 5.2%
CC(C)Oc1ccc(CC2CC(=O)NC2=O)cc1 (stereo not drawn) | -2.7% | 2.3%
O=S(=O)(Nc1ncnc2sc3c(c12)CCC3)c1ccc2ccccc2c1 | -0.8% | .
CC1CCN(CCCCOc2ccc(Cl)cc2)CC1 | 4.8% | 1.1%
O=C(c1ccco1)N1CCN(C(=O)C2CC(c3ccc(F)cc3)=NO2)CC1 (stereo not drawn) | 4.0% | 1.3%
C(=NN1CCN(Cc2ccccc2)CC1)c1ccncc1 | 6.5% | 0.9%
CCC(CCC(=O)Nc1ccc(S(N)(=O)=O)cc1)C(=O)O (stereo not drawn) | -2.6% | .
Cc1nnsc1C(=O)Nc1cc(Cl)ccc1Cl | 3.3% | .
COc1cccc(C(=O)N2c3ccccc3C(N(C(=O)C(F)(F)F)c3ccccc3)CC2C)c1 (stereo not drawn) | 2.5% | 2.1%

Next part (3 carried over from the part before).
SMILES | Hsp70 inhibitors | Rat MKP-3 inhibitors
CCC(CCC(=O)Nc1ccc(S(N)(=O)=O)cc1)C(=O)O (stereo not drawn) | -2.6% | .
Cc1nnsc1C(=O)Nc1cc(Cl)ccc1Cl | 3.3% | .
COc1cccc(C(=O)N2c3ccccc3C(N(C(=O)C(F)(F)F)c3ccccc3)CC2C)c1 (stereo not drawn) | 2.5% | 2.1%
Cc1ccc(-n2ncc3c(=O)n(Cc4ccccn4)cnc32)cc1C | -1.2% | -2.4%
Cc1ccc(CCC(=O)Nc2ncc(Cc3cccc(Cl)c3)s2)o1 | 11.0% | 1.0%
CN(C)Cc1c(O)ccc2c(=O)c(-c3ccc(Cl)cc3Cl)coc12 | -9.0% | 6.0%
CCC1C(=O)N(c2nc(C)cc(C)n2)N=C1C (stereo not drawn) | -3.6% | .
O=C(c1ccccc1Cl)N1CCc2ccccc2C1 | -1.3%&-2.7% | -7.1%&2.2%
COc1ccc(-c2c(C)oc3c(CN4CCCCC4C)c(O)ccc3c2=O)cc1OC (stereo not drawn) | 1.4% | -2.7%
COc1ccc(N(CC(=O)Nc2cccc(C)c2C)S(=O)(=O)c2c(C)n[nH]c2C)cc1 | -4.5% | -6.2%
CC(C)(C)NC(=O)CN1CCC(O)(c2ccccc2)CC1 | -0.6% | -7.8%
CCN(CCCNC(=O)COc1cc(=O)n(CC)c2ccccc12)c1ccccc1 | -2.4% | -3.0%
O=C(Nc1cccc2nsnc12)c1ccccc1Br | -0.1% | 1.2%
COc1ccc(/C(N)=N/OC(=O)CCc2ccccc2)cc1 | -1.7% | 1.4%
Cc1ccc(-c2ccc(=O)[nH]n2)cc1 | 1.7% | .
Cc1cc(C)nc(N2CCCC(C(=O)NCc3cccs3)C2)n1 (stereo not drawn) | -0.1% | -7.0%
Cc1ccc2c(c1)N(C(C)C(=O)NCCc1ccccc1)C(=O)CO2 (stereo not drawn) | -6.2% | -1.7%
O=C(CN1c2cccc3cccc(c23)S1(=O)=O)NCc1ccc2c(c1)OCO2 | 4.3% | -10.9%
O=C(O)c1cc(Br)ccc1NC(=O)C1CCCCC1 | 1.6% | -2.5%
COc1ccccc1NC(=O)c1c(NC(=O)Cc2ccccc2)sc2c1CCC2 | 1.3% | 0.0%
COc1cc(C(=O)Nc2ccc(Br)cc2C(=O)c2cc(OC)c(OC)c(OC)c2)cc(OC)c1OC | -4.3% | 11.1%
O=C(NCc1ccccc1Cl)C(=O)NC1CC1 | 1.1% | -2.1%
CN(Cc1ccccc1)C(=O)c1cc2nc(-c3ccc(Cl)cc3)cc(C(F)(F)F)n2n1 | -1.8% | 0.9%
CC(C)(C)c1ccc(OCC(O)CS(=O)(=O)Cc2ccccc2)cc1 (stereo not drawn) | -6.3% | 2.3%
CCCCOc1ccc(-c2c(C#N)c(N)nc(SCC(N)=O)c2C#N)cc1 | -8.3% | -0.7%
COc1ccc(-c2cc(C(=O)Nc3nc(C)c(C)s3)c3ccccc3n2)cc1OC | -0.7% | 2.7%
CC(=O)c1cccc(NC(=O)/C=C/c2ccccc2Cl)c1 | -0.9% | 4.5%
CCOC(=O)c1csc(NC(=O)c2ccc([N+](=O)[O-])o2)n1 | 0.5% | 6.4%
CCOC(=O)c1ccc(CNC(=O)CSc2nnnn2-c2ccc(Cl)cc2)o1 | 1.4% | -4.5%
O=C(c1ccc(CS(=O)(=O)c2ccc(Br)cc2)o1)N1CCCCCC1 | 0.8% | -12.0%
Cc1c(NC(=O)CCN2C(=O)/C(=C\c3cccs3)SC2=S)c(=O)n(-c2ccccc2)n1C | 1.0% | -2.5%
CC(=O)c1ccc(NC(=S)NC(NC(=O)c2ccccc2)C(Cl)(Cl)Cl)cc1 (stereo not drawn) | -1.2% | 1.8%
CCCCN1C(=O)C(O)=C(C(C)=O)C1c1ccc(OC)cc1OC (stereo not drawn) | -0.4% | -1.2%
CCOC(=O)c1cnc2c(C)cccc2c1NCc1ccco1 | . | -6.1%
Cc1ccc(N(C(=O)Cn2nnc3ccccc32)C(C(=O)NCc2ccco2)c2cccnc2)cc1 (stereo not drawn) | 4.2% | -4.5%
Cc1ccc2c(c1)c1c(n2CC(O)Cn2nc(C)c(Br)c2C)C(=O)CCC1 (stereo not drawn) | -2.1% | -6.1%
CCSC1=C(C#N)C(c2ccc(C)s2)CC(=O)N1 (stereo not drawn) | -0.3% | -5.3%
Clc1ccccc1CNc1ncnc2nc[nH]c12 | -1.5% | -3.9%
COc1cccc(NC(=O)N2CCCC2C(=O)NC(C)C)c1 (stereo not drawn) | -4.2% | -5.2%
N#Cc1nc(-c2ccccc2Cl)oc1N1CCCCC1 | -2.3% | -1.1%
O=C(COc1nnc2ccccn12)N1CCN(S(=O)(=O)c2ccccc2)CC1 | 3.0% | -3.9%
Cc1cc(=O)n2ccc(CN(C)C)c(O)c2n1 | 9.2% | 4.2%
CC1CN(S(=O)(=O)c2ccc(NC(=O)c3cc(-c4ccccc4O)n[nH]3)cc2)CC(C)O1 (stereo not drawn) | 1.7% | -3.9%
CCN(CC)c1ccc(NC(=O)c2ccc(OCc3ccccc3)cc2)cc1 | -0.5% | -6.3%
CCOc1ccc(C(=O)Nc2ccc(NC(=O)c3ccco3)c(OC)c2)cc1 | 1.4% | 2.5%
COc1ccc(Cl)cc1NC(=O)NCCCl | -1.5% | .
CC1CCN(c2oc(-c3ccccc3F)nc2C#N)CC1 | -0.1% | 2.3%
O=C(O)c1ccc2c(c1)[C@@H]1C=CC[C@@H]1[C@H](c1ccccn1)N2 | 36.0% | -7.5%
Cc1nc2ccc(NC(=S)N3CCC(C)CC3)cc2nc1C | 1.5% | 2.9%
FC(F)(F)c1cc(-c2cccs2)nc(-n2cc(Cl)cn2)n1 | 0.1% | .
COc1ccc2oc(=O)c(C(=O)N(Cc3ccccc3)Cc3ccccc3)cc2c1 | -8.5% | 2.3%
CCCCCSc1nnc(-c2cc(Br)ccc2N)c(=O)[nH]1 | -4.0% | -8.4%
C=CCOc1ccc2c(c1)C(=NO)c1cc(OCC=C)ccc1-2 | 4.3%&5.6% | 2.9%
O=C(CN1C(=O)c2ccccc2S1(=O)=O)NCc1ccccc1Cl | 3.9% | -0.5%
CCOC(=O)C1C(=O)NC(C)C1c1ccccc1 (stereo not drawn) | 1.8% | -11.8%
COc1ccc(Cl)cc1-c1n[nH]c(=S)n1C1CCCCC1 | 0.7% | .
CSc1nc2c(c(-c3ccccc3)c1C#N)CCC2 | -2.0% | .
CCOc1ccc(NC(=O)CSc2nnc(-c3ccncc3)n2CC2CCCO2)cc1 (stereo not drawn) | -1.5% | -14.4%
Cc1sc(-c2c(C#N)c(N)nc3c2CCCCC3)cc1[N+](=O)[O-] | 3.8% | 0.6%
CCC1(C(=O)OC)NC(c2ccccc2OC)C2C(=O)N(C)C(=O)C21 (stereo not drawn) | 8.8% | -10.4%
CC(C)c1cc(C(F)(F)F)n2nc(C(=O)O)cc2n1 | 0.7% | .
COc1cc(OC)c(OC)cc1CN1CCN(C2CCCC(C)C2)CC1 (stereo not drawn) | -2.1% | 3.8%
Cc1ccc(S(=O)(=O)Nc2ccccc2C(F)(F)F)cc1 | 4.1% | -1.0%
O=C(Nc1ncccc1O)c1cccc(S(=O)(=O)N2CCc3ccccc32)c1 | -0.9% | 5.7%
CC(C)NC(=O)/C(=C\c1ccco1)NC(=O)c1ccccc1 | -3.5% | 5.3%
COc1ccccc1N(CC(=O)Nc1ccccc1)S(=O)(=O)c1ccccc1 | -6.9% | -4.3%

Bioassay records: PubChem BioAssay, Sanford-Burnham Center for Chemical Genomics
